CHOP UPR activ: activators of apoptotic arm of unfolded protein response (CHOP); CHO-CHOP luciferase reporter, UPR activation, luminescence; percent of tunicamycin response over DMSO baseline; activation, % at 10 µM; 0.34% of 330,000 active;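 active means at 10 µM dose, activation of 40% or more, normalized to positive control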;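 further: 100% = tunicamycin at 10 µg/mL and 0% = DMSO alone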
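System: CHO CHOP reporter cells. Amount: 500 cells per well. Buffer or medium: F12 medium, 10% FBS. Compound dosing: one dose, 10 µM in 0.5% DMSO. Incubation: 6 h compound exposure at 37 °C after overnight seeding. Technique: Steady-Glo luciferase luminescence. Benchmarks: tunicamycin and DMSO controls.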
UPR XBP1 act: activators of adaptive arm of unfolded protein response (XBP1); CHO-XBP1 luciferase reporter, IRE1-XBP1 UPR activation, luminescence; percent of tunicamycin response, DMSO as zero; activation, % at 20 µM; 0.33% of 330,000 active;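 active means versus positive control, 20 µM dose yields 30% or more activation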;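 further: 100% = tunicamycin at 10 µg/mL and 0% = DMSO only wells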
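Material: IRE1-XBP1 luciferase reporter CHO line / Quantity: one thousand reporter cells per well / Buffer or medium: F12 with 10% serum / Compound: 20 µM single concentration, DMSO 1% / Times: 6 h treatment, 37 °C / Detection: Steady-Glo luciferase glow luminescence, 10 min after reagent addition / Benchmarks: tunicamycin high, DMSO low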
Jurkat NFkB inh: inhibitors of the PMA/ionomycin-induced NF-kB reporter in Jurkat cells. PMA/ionomycin-induced NF-kB luciferase reporter, luminescence. inhibition, % at 4 µM. 0.53% of 330,000 active. AID 435003; in the data active means inhibition above about 50%
Mdm2 MdmX PPI: inhibitors of human Mdm2/MdmX interaction; O15151+Q00987; SaOS-2 split-luciferase Mdm2/MdmX complementation, luminescence; inhibition, % at 8 µM; 3% of 330,000 active; AID 485346;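 active means inhibition of at least 50% at 8 µM in the primary screen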
APJ antagonist: APJ receptor antagonism; P35414; CHO-K1 APJ beta-arrestin complementation, luminescence; inhibition, % at 20 µM; 0.32% of 330,000 active;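 active means inhibition above about 40% at 20 µM, limit read from the data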;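 further: cells challenged with 10 nM apelin-13 agonist together with compound; plate controls were apelin-13 plus DMSO wells for no effect and DMSO wells lacking apelin-13 for full effect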
Target sequence (P35414 whole entry, looked up): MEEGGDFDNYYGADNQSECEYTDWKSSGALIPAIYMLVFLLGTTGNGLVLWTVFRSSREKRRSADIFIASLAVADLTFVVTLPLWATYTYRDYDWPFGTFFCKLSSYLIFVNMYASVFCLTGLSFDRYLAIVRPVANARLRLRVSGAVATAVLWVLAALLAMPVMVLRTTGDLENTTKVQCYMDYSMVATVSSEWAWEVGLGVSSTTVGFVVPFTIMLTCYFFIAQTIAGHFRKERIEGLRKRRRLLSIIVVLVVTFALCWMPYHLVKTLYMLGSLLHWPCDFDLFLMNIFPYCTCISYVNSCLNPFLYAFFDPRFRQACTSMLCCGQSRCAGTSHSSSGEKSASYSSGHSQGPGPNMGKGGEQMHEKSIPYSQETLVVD
APJ agonist: activates the human apelin receptor APJ | P35414 | CHO-K1 APJ PathHunter beta-arrestin, luminescence; 0% DMSO wells, 100% apelin | activation, % at 20 µM | 0.11% of 330,000 active;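 active means activation more than six SD over the plate average, tested at 20 µM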;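 further: 0% = DMSO alone and 100% = apelin-13 at 10 nM; some results filed as inactive read as strong as hits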
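Test system: CHO-K1 APJ beta-arrestin complementation cell line. Amount: cell density 1000 per well. Controls: DMSO negative, 10 nM Apelin-13 positive. Signal: luminescent beta-gal fragment complementation, chemiluminescent substrate. Read-out basis: agonist-driven arrestin binding to APJ. Timing: compound stimulation 90 min at 25 °C, detection 60 min.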
697 NFkB inh: inhibitors of the PMA/ionomycin-induced NF-kB reporter in 697 B cells. 697 B-cell NF-kB luciferase reporter, 16 h. inhibition, % at 4 µM. 0.33% of 330,000 active; in the data active means inhibition above about 35%
tim23-1 inh: inhibits growth of tim23-1 mutant yeast. inhibition, % at 20 µM. AID 463212. 1.3% of 330,000 active. S. cerevisiae tim23-1 growth, BacTiter-Glo luminescence, 24 h;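 active means growth inhibition of the mutant yeast at or above 50%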;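 further: temperature-sensitive mutant grown at 25 °C; plate controls were DMSO-treated mutant yeast for no effect and medium wells lacking yeast for full effect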
Numbers without * were called inactive. Hits appear at their usual frequency; any-hit rate near 5%.

`CCCCOC(=O)Nc1nnc(SCCOc2ccc(C)cc2)s1` gave CHOP UPR activ 0.0, UPR XBP1 act -1, Jurkat NFkB inh 5, Mdm2 MdmX PPI -18, APJ antagonist 2, APJ agonist -5, 697 NFkB inh -3 and tim23-1 inh 4.
CC(C)NC(=O)CN1CCC(O)(c2ccccc2)CC1 was read as CHOP UPR activ 0.4, UPR XBP1 act -3, Jurkat NFkB inh 7, Mdm2 MdmX PPI -14, APJ antagonist 14, APJ agonist 4, 697 NFkB inh -7 and tim23-1 inh 2.
For Cc1ccc(C(=O)c2ccc([N+](=O)[O-])cc2)c(C)c1 the results were CHOP UPR activ 0.0, UPR XBP1 act -2, Jurkat NFkB inh 0, Mdm2 MdmX PPI 30, APJ antagonist -20, APJ agonist 1, 697 NFkB inh 9 and tim23-1 inh 2.
O=C(Cn1ncc2c([nH]c3ccccc32)c1=O)NCCc1ccccc1 was read as CHOP UPR activ 1.0, UPR XBP1 act -2, Jurkat NFkB inh 10, Mdm2 MdmX PPI 23, APJ antagonist 3, APJ agonist -8, 697 NFkB inh -3 and tim23-1 inh 15.
CCOc1ccccc1OCC(=O)Nc1ccc(S(=O)(=O)Nc2ncccn2)cc1 was read as CHOP UPR activ -0.9, UPR XBP1 act 4, Jurkat NFkB inh -1, Mdm2 MdmX PPI 0, APJ antagonist 11, APJ agonist -4, 697 NFkB inh 7 and tim23-1 inh -12.
For Cn1c(=O)[nH]c(=O)c2c1nc(Br)n2CC(O)COc1ccc(Cl)cc1 (stereo not drawn) the results were CHOP UPR activ -1.0, UPR XBP1 act 3, Jurkat NFkB inh 1, Mdm2 MdmX PPI 20, APJ antagonist 1, APJ agonist -2, 697 NFkB inh -5 and tim23-1 inh 9.
`CCn1cc(C(=O)NCCC(=O)NC(C)C)c(=O)c2cc3c(cc21)OCO3` gave CHOP UPR activ -0.7, UPR XBP1 act -4, Jurkat NFkB inh 6, Mdm2 MdmX PPI 2, APJ antagonist 20, APJ agonist -2, 697 NFkB inh 13 and tim23-1 inh -8.
Screening CN(C)S(=O)(=O)c1cc(NC(=O)CNCCN2CCOCC2)ccc1Cl returned CHOP UPR activ -2.8, UPR XBP1 act 4, Jurkat NFkB inh 1, Mdm2 MdmX PPI 13, APJ antagonist -23, APJ agonist -2, 697 NFkB inh 19 and tim23-1 inh 5.
Screening CCn1ncc(Br)c1C(=O)Nc1sc2c(c1C(N)=O)CCC2 returned CHOP UPR activ 0.0, UPR XBP1 act 5, Jurkat NFkB inh -5, Mdm2 MdmX PPI 16, APJ antagonist 11, APJ agonist 0, 697 NFkB inh -10 and tim23-1 inh 23.
O=C(Cc1ccccc1)NN1C(=O)C2C3C=CC(C4CC34)C2C1=O (stereo not drawn) was read as CHOP UPR activ 1.2, UPR XBP1 act -2, Jurkat NFkB inh 22, Mdm2 MdmX PPI 8, APJ antagonist 11, APJ agonist 1, 697 NFkB inh -40 and tim23-1 inh 16.
Screening CCS(=O)(=O)Nc1c(C(=O)O)[nH]c2ccccc12 returned CHOP UPR activ 1.3, UPR XBP1 act -4, Jurkat NFkB inh 13, Mdm2 MdmX PPI 9, APJ antagonist 10, APJ agonist -2, 697 NFkB inh 15 and tim23-1 inh 13.
For O=c1[nH]c2ccccc2cc1CN(Cc1ccco1)S(=O)(=O)c1ccccc1 the results were CHOP UPR activ -0.2, UPR XBP1 act 2, Jurkat NFkB inh 11, Mdm2 MdmX PPI 1, APJ antagonist 11, APJ agonist 2, 697 NFkB inh -4 and tim23-1 inh 31.
Cc1ccc(C(=O)O/N=C/c2c(N3CCOCC3)n(C)c3ccccc23)cc1 was read as CHOP UPR activ 18, UPR XBP1 act 9, Jurkat NFkB inh 26, Mdm2 MdmX PPI 51*, APJ antagonist -65, APJ agonist 6, 697 NFkB inh 32 and tim23-1 inh 40.
Screening COc1ccc(NCc2ccc(OC)c(Cn3ccnc3)c2)c(OC)c1 returned CHOP UPR activ 3.3, UPR XBP1 act -2, Jurkat NFkB inh -10, Mdm2 MdmX PPI -7, APJ antagonist 3, APJ agonist 0, 697 NFkB inh -5 and tim23-1 inh 14.
O=C(COc1ccccc1[N+](=O)[O-])N/N=C/c1ccc(O)cc1 was read as CHOP UPR activ -0.3, UPR XBP1 act 0, Jurkat NFkB inh -22, Mdm2 MdmX PPI -39, APJ antagonist 5, APJ agonist -2, 697 NFkB inh -33 and tim23-1 inh -1.

Brought forward from above: 2 compounds, followed by the next part.
Screening COc1ccc(NCc2ccc(OC)c(Cn3ccnc3)c2)c(OC)c1 returned CHOP UPR activ 3.3, UPR XBP1 act -2, Jurkat NFkB inh -10, Mdm2 MdmX PPI -7, APJ antagonist 3, APJ agonist 0, 697 NFkB inh -5 and tim23-1 inh 14.
O=C(COc1ccccc1[N+](=O)[O-])N/N=C/c1ccc(O)cc1 was read as CHOP UPR activ -0.3, UPR XBP1 act 0, Jurkat NFkB inh -22, Mdm2 MdmX PPI -39, APJ antagonist 5, APJ agonist -2, 697 NFkB inh -33 and tim23-1 inh -1.
CCOc1cc(S(=O)(=O)Nc2ccccn2)ccc1F was read as CHOP UPR activ -3.8, UPR XBP1 act -3, Jurkat NFkB inh -9, Mdm2 MdmX PPI 20, APJ antagonist 4, APJ agonist 0, 697 NFkB inh 13 and tim23-1 inh -9.
For COc1ccc(S(=O)(=O)N(C(C)=O)c2ccc(OC(C)=O)c3ccccc23)cc1[N+](=O)[O-] the results were CHOP UPR activ 0.1, UPR XBP1 act 2, Jurkat NFkB inh 14, Mdm2 MdmX PPI 22, APJ antagonist -33, APJ agonist 6, 697 NFkB inh 16 and tim23-1 inh 12.
`O=C(CCc1nc2ccccc2s1)OCc1ccccc1` gave CHOP UPR activ 2.2, UPR XBP1 act -5, Jurkat NFkB inh 7, Mdm2 MdmX PPI -5, APJ antagonist 0, APJ agonist -3, 697 NFkB inh 8 and tim23-1 inh 18.
For COc1cccc(N(C(=O)Cn2nnc(-c3ccc(C)o3)n2)C(C(=O)NC(C)(C)C)c2cccs2)c1 (stereo not drawn) the results were CHOP UPR activ 0.4, UPR XBP1 act 0, Jurkat NFkB inh -8, Mdm2 MdmX PPI 19, APJ antagonist 2, APJ agonist -3, 697 NFkB inh -8 and tim23-1 inh -16.
Screening CC(=O)c1cc(C#N)c(N2CCOCC2)nc1C returned CHOP UPR activ -0.6, UPR XBP1 act 3, Jurkat NFkB inh -4, Mdm2 MdmX PPI -20, APJ antagonist -1, APJ agonist -3, 697 NFkB inh 18 and tim23-1 inh 7.
CN1C(=S)SC(C)(C)C1NO (stereo not drawn) was read as CHOP UPR activ -1.0, UPR XBP1 act -2, Jurkat NFkB inh -2, Mdm2 MdmX PPI 4, APJ antagonist 4, APJ agonist 1, 697 NFkB inh -9 and tim23-1 inh -9.
`Cc1ccc2c(c1)N(CC(=O)c1cccc(Cl)c1)C(=O)C(C)O2` (stereo not drawn) gave CHOP UPR activ 0.7, UPR XBP1 act -3, Jurkat NFkB inh -11, Mdm2 MdmX PPI 33, APJ antagonist 9, APJ agonist -2, 697 NFkB inh 5 and tim23-1 inh 11.
Screening N#C/C(=C/c1cccs1)c1nc2ccccc2[nH]1 returned CHOP UPR activ 3.6, UPR XBP1 act -1, Jurkat NFkB inh -66, Mdm2 MdmX PPI -52, APJ antagonist 8, APJ agonist -1, 697 NFkB inh -85 and tim23-1 inh 34.
`Nc1nn(-c2ccccc2Cl)cc1-c1nn[nH]n1` gave CHOP UPR activ 0.9, UPR XBP1 act -2, Jurkat NFkB inh -23, Mdm2 MdmX PPI -1, APJ antagonist -8, APJ agonist 4, 697 NFkB inh -7 and tim23-1 inh 12.
For COc1cccc(NC(=O)C2c3cc(OC)c(OC)cc3C(=O)N(C)C2c2cccnc2)c1 (stereo not drawn) the results were CHOP UPR activ 0.9, UPR XBP1 act 1, Jurkat NFkB inh -8, Mdm2 MdmX PPI 7, APJ antagonist -4, APJ agonist -1, 697 NFkB inh 7 and tim23-1 inh 2.
`O=C(Nc1ccc(F)c(Cl)c1)C1CCN(c2ncnc3c2nc2n3CCCCC2)CC1` gave CHOP UPR activ 0.8, UPR XBP1 act -7, Jurkat NFkB inh 17, Mdm2 MdmX PPI 47, APJ antagonist 9, APJ agonist 5, 697 NFkB inh -40 and tim23-1 inh 7.
`O=C(CCn1cnc2ccccc21)N/N=C/c1ccc(O)cc1` gave CHOP UPR activ -1.4, UPR XBP1 act 1, Jurkat NFkB inh 0, Mdm2 MdmX PPI -7, APJ antagonist 6, APJ agonist 0, 697 NFkB inh 3 and tim23-1 inh 15.
For Cc1nn(C)c(C(=O)Nc2ccc(Cl)c([N+](=O)[O-])c2)c1Cl the results were CHOP UPR activ -0.2, UPR XBP1 act -2, Jurkat NFkB inh 2, Mdm2 MdmX PPI 20, APJ antagonist 6, APJ agonist -2, 697 NFkB inh 7 and tim23-1 inh 3.
`CC(NC(=O)C(C)(C)C)C(c1cccs1)N1CCOCC1` (stereo not drawn) gave CHOP UPR activ 2.5, UPR XBP1 act -2, Jurkat NFkB inh 7, Mdm2 MdmX PPI -6, APJ antagonist -7, APJ agonist 0, 697 NFkB inh 4 and tim23-1 inh 13.
Screening COc1ccc(NC2CCCN(C(=O)c3csc(C)n3)C2)cc1 (stereo not drawn) returned CHOP UPR activ 2.3, UPR XBP1 act -4, Jurkat NFkB inh 7, Mdm2 MdmX PPI -6, APJ antagonist -30, APJ agonist -1, 697 NFkB inh -7 and tim23-1 inh 3.
Screening O=C(CSc1n[nH]c(=O)[nH]c1=O)Nc1ccc(SC(F)F)cc1 returned CHOP UPR activ -1.0, UPR XBP1 act -5, Jurkat NFkB inh 11, Mdm2 MdmX PPI -6, APJ antagonist 5, APJ agonist -4, 697 NFkB inh 10 and tim23-1 inh -1.
CSc1nc(-c2ccc(Cl)cc2Cl)[nH]c(=O)c1C#N was read as CHOP UPR activ 0.7, UPR XBP1 act -1, Jurkat NFkB inh 6, Mdm2 MdmX PPI 14, APJ antagonist 4, APJ agonist -4, 697 NFkB inh 7 and tim23-1 inh 2.
Screening CC1CCCC(NCC(=O)Nc2ccc(C(N)=O)cc2)C1C (stereo not drawn) returned CHOP UPR activ 1.4, UPR XBP1 act -2, Jurkat NFkB inh 4, Mdm2 MdmX PPI 33, APJ antagonist -7, APJ agonist -1, 697 NFkB inh -5 and tim23-1 inh 17.
COc1ccc(CCN=C(N)NS(=O)(=O)c2ccc(C)cc2)cc1 was read as CHOP UPR activ -1.4, UPR XBP1 act 0, Jurkat NFkB inh -18, Mdm2 MdmX PPI 17, APJ antagonist 1, APJ agonist 1, 697 NFkB inh -44 and tim23-1 inh 6.
Screening COCCNCc1ccccc1 returned CHOP UPR activ -2.2, UPR XBP1 act -3, Jurkat NFkB inh 0, Mdm2 MdmX PPI -4, APJ antagonist 19, APJ agonist -3, 697 NFkB inh 1 and tim23-1 inh 5.
CN1CCN(C(=O)CCS(=O)(=O)c2cc3c(cc2Cl)NC(=O)CO3)CC1 was read as CHOP UPR activ -1.6, UPR XBP1 act 3, Jurkat NFkB inh 2, Mdm2 MdmX PPI 15, APJ antagonist -28, APJ agonist -4, 697 NFkB inh -1 and tim23-1 inh -1.
`O=C(NC(=S)Nc1cccc(Cl)c1N1CCCCC1)c1ccco1` gave CHOP UPR activ -0.6, UPR XBP1 act 2, Jurkat NFkB inh 6, Mdm2 MdmX PPI 13, APJ antagonist 17, APJ agonist -7, 697 NFkB inh 3 and tim23-1 inh 51*.

Assay outcomes from PubChem BioAssay.
